Screening data from PubChem BioAssay.
UBC13 inh = UBC13 polyubiquitin chain formation inhibitors, primary screen, biochemical, TR-FRET, uHTS; 330,000 compounds, 0.47% hits; inhibition, % at 20 µM; AID 485273, 2010; Ubiquitin-conjugating enzyme E2 N (Homo sapiens), P61088; in the data active = inhibition above about 45%, passing the limit was not always enough
HKDC1 inh = HKDC1 hexokinase inhibitors, primary screen, biochemical, fluorescence, uHTS. Q2TB90. recombinant HKDC1, G6PDH/diaphorase resazurin coupled fluorescence. inhibition, % at 20 µM. 340,000 compounds, 0.16% hits. AID 493160, 2011;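 active = inhibition above about 35% when tested at 20 µM, limit read from the data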;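 note: plate controls were DMSO wells with enzyme for no effect and DMSO wells lacking enzyme for full effect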
Target sequence (Q2TB90 whole entry, looked up): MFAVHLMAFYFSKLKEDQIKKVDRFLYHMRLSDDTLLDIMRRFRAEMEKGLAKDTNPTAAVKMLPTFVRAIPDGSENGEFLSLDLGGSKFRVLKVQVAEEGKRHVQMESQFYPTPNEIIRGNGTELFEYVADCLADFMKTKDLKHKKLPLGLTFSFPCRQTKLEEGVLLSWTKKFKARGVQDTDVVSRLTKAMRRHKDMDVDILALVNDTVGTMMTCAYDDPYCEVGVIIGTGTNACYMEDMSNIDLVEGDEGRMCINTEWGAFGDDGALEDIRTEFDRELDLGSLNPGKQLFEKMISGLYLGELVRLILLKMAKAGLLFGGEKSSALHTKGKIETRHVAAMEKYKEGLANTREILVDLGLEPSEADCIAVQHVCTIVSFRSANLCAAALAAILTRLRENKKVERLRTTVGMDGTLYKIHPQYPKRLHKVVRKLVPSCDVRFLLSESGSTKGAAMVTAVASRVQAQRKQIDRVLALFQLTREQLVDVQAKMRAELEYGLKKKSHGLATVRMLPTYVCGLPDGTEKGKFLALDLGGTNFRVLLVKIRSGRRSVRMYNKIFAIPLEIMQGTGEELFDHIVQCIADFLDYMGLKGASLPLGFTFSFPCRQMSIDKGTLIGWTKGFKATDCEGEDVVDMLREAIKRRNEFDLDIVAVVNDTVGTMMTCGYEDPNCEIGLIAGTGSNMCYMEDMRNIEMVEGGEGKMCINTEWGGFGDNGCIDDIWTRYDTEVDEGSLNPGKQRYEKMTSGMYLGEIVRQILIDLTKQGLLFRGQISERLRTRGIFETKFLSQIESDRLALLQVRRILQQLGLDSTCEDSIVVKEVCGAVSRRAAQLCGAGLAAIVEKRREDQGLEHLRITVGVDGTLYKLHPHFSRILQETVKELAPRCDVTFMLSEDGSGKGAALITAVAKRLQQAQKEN
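test system = in-house recombinant HK5 (HKDC1) enzyme | amount = HKDC1 at 5 µg/mL | control set = DMSO-enzyme wells negative, buffer-substituted wells positive | compound = one dose of 20 µM, 1% DMSO | schedule = reaction time 90 min, room temperature, protected from light | technique = resorufin fluorescence at 613 nm | reagent = glucose with 1 mM ATP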
SENP6 inh = SENP6 protease inhibitors, primary screen, biochemical, luminescence, uHTS; Sentrin-specific protease 6 (Homo sapiens), Q9GZR1; inhibition, % at 10 µM; Recombinant SENP6 catalytic domain, aminoluciferin luminescence; 330,000 compounds, 1.8% hits; AID 2599, 2010;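 active = inhibition above about 50% at the single tested dose, limit read from the data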;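 note: plate controls were DMSO wells with enzyme for no effect and DMSO wells lacking enzyme for full effect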
PfG6PD inh = PfG6PD enzyme inhibitors, primary screen, biochemical, fluorescence intensity, uHTS; AID 504690, 2011; glucose-6-phosphate dehydrogenase-6-phosphogluconolactonase (Plasmodium falciparum 3D7); PfGluPho enzyme, NADPH resazurin-diaphorase fluorescence; inhibition, % at 20 µM; 350,000 compounds, 0.78% hits;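 active = inhibition reaching at least a set limit at 20 µM in the primary screen, cut at about 59% in these data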;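 note: 0% = DMSO wells with substrate and 100% = DMSO wells lacking glucose-6-phosphate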
MIN6 prolif = inducers of MIN6 beta-cell proliferation, primary screen, ATP luminescence, uHTS; AID 2380, 2010; MIN6 cells proliferation, ATPlite luminescence, 48 h; cells starved in 0.2% serum; 100% = growth in 10% serum; 330,000 compounds, 0.29% hits; proliferation, % at 10 µM;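 active = compounds whose signal lies at least 3.5 SD above the mean of all wells on their plate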;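 note: 0% = DMSO-treated cells in low-serum medium and 100% = 10% serum control; some compounds called inactive have numbers as strong as hits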
SENP8 block-1 = human SENP8 protease inhibitors, primary screen, biochemical, fluorescence, Nedd8 protein substrate, uHTS. recombinant SENP8. inhibition, % at 20 µM. AID 602440, 2012. 360,000 compounds, 0.64% hits; in the data active = inhibition mostly above about 40%, no sharp cut-off; inactive = mostly below about 27%
SENP1 FRET inh = human SENP1 catalytic domain inhibitors, primary screen, biochemical, FRET, uHTS; inhibition, % at 10 µM; 360,000 compounds, 0.21% hits; Sentrin-specific protease 1 (Homo sapiens), Q9P0U3; recombinant SENP1 catalytic domain, CyPet-SUMO1-YPet FRET cleavage;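 active = inhibition at least 30% at 10 µM, raw YFP signal under a set limit, fluorescence ratio 0.5 to 1.5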;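 note: 0% = enzyme with DMSO and 100% = no enzyme wells; some results filed as inactive read as strong as hits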
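Compound: 10 µM single point, 0.5% DMSO; Test system: hSENP1 catalytic domain, recombinant; Timing: 50 min reaction at room temperature; Technique: FRET, CFP and YFP emission; Control set: no-enzyme wells low, DMSO-plus-enzyme wells high control.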
SENP7 block = SENP7 protease inhibitors, primary screen, biochemical, luminescence, uHTS; recombinant SENP7, Z-RLRGG-aminoluciferin luminescence, 40 min; inhibition, % at 5 µM; 330,000 compounds, 1.5% hits; AID 434973, 2010;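 active = inhibition above about 50% at the single test dose, limit read from the data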;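 note: plate controls were DMSO with enzyme for no effect and no enzyme buffer wells for full effect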
SENP8 block-2 = SENP8 protease inhibitors, primary screen, biochemical, luminescence. purified SENP8, Z-RLRGG-aminoluciferin cleavage. inhibition, % at 10 µM. 330,000 compounds, 1.2% hits. AID 2540, 2010; in the data active = inhibition above about 50%
An asterisk follows results filed as active; / = not tested or not shown. Compounds as they come. Share with any hit: about 4%.

Values run as follows: UBC13 inh | HKDC1 inh | SENP6 inh | PfG6PD inh | MIN6 prolif | SENP8 block-1 | SENP1 FRET inh | SENP7 block | SENP8 block-2
- O=C(NC12CC3CC(CC(C3)C1)C2)c1ccc(N2CCNCC2)c([N+](=O)[O-])c1
 : 11.8 | 3.0 | -21.2 | 21.0 | -6.3 | 21.1 | 1.6 | -2.9 | -10.7
- Cc1ccc(SCC(=O)N2CCN(c3ccccn3)CC2)cc1
 : 4.5 | 10.2 | -8.5 | 11.1 | -1.5 | -2.4 | 4.5 | 7.8 | -2.1
- Cc1cc(C)c(NC(=O)c2cccs2)c(C)c1NC(=O)c1cccs1
 : 3.0 | -2.1 | 2.0 | -4.8 | 0.0 | 7.8 | 0.3 | 0.3 | -1.9
- CCN(CCO)C(=S)Nc1cc(S(=O)(=O)N(C)C)ccc1C
 : 5.1 | 0.0 | 7.3 | -9.7 | -2.2 | 18.3 | 0.9 | -1.0 | 7.1
- O=C(c1c(F)cccc1F)N1CCN(CCOc2ccccc2)CC1
 : 0.6 | -4.3 | -18.9 | 8.0 | -3.2 | 16.9 | 0.9 | -7.0 | 2.4
- CC1CC(C)CN(CCCNC(=O)C2CCC(=O)N2C2CCCC2)C1 (stereo not given)
 : 6.3 | 0.1 | -1.4 | -13.2 | -2.3 | 0.7 | 3.0 | -0.4 | 4.6
- CC(C)CC1CC(=O)OC1(C)C(=O)CSc1nc2ccccc2s1 (stereo not given)
 : -0.8 | 8.2 | -20.3 | 28.2 | 2.2 | 10.4 | 0.0 | -2.3 | -1.4
- Cc1ccccc1C(=O)Nc1cccc(NC(=O)c2ncn[nH]2)c1
 : 3.3 | -11.3 | 11.0 | 3.0 | 0.1 | 10.4 | 0.7 | 2.2 | -1.6
- Cc1ccccc1NS(=O)(=O)c1ccc(C(=O)NCCCN2CCOCC2)cc1
 : 2.9 | -2.4 | -10.4 | -18.0 | 1.1 | 8.1 | 1.7 | -6.6 | -9.3
- Cc1c(NC(=O)C(C)OC(=O)CNC(=O)c2ccc(C(C)(C)C)cc2)c(=O)n(-c2ccccc2)n1C (stereo not given)
 : 3.6 | 2.9 | -2.0 | -14.7 | 2.1 | 10.8 | 2.3 | -5.2 | 1.7
- O=C(CSc1ccc(F)cc1)N1CCOCC1
 : -0.3 | -0.1 | 10.1 | 6.3 | 0.7 | 9.0 | 2.3 | -2.2 | 5.6
- Cn1cccc1/C=C1\Cc2ccccc2C1=O
 : -12.1 | -0.5 | -7.9 | 17.3 | -6.0 | -255.6 | -34.4 | 92.9* | 91.9*
- COc1cccc(C2NC(=O)NC(C)=C2C(=O)OCCSC)c1OC (stereo not given)
 : 0.7 | 4.2 | -5.9 | -9.3 | -1.7 | 6.1 | -1.9 | -10.6 | -6.3
- CCn1cc(C(=O)N2CCc3ccccc32)c(=O)c2cc(S(=O)(=O)N(C)C3CCCCC3)ccc21
 : -12.1 | -1.4 | -16.6 | -6.0 | -2.1 | 8.5 | 0.6 | 5.6 | -9.3
- CSCCC(NC(=O)c1ccco1)C(=O)OC(C)C(=O)NC(=O)NC1CCCCC1 (stereo not given)
 : 4.1 | 1.1 | 0.5 | 7.7 | 1.0 | 31.3 | 4.9 | 10.0 | -3.8
- Cc1nc2c(sc(=S)n2Cc2ccco2)c(=O)n1CC(=O)Nc1ccccc1Cl
 : -12.5 | -4.0 | 15.6 | 3.5 | -3.6 | 9.6 | -1.7 | 4.2 | -3.7
- CC1=CC(C)(C)N(C(=O)CSc2nnc(N)s2)c2ccccc21
 : 4.6 | -9.6 | 8.1 | 5.9 | 0.0 | -13.7 | 0.6 | 2.6 | -2.0
- CSCCCNC(=S)N(C)CC(=O)Nc1ccc(C)cc1
 : -3.9 | -5.8 | -14.2 | 6.1 | 0.8 | 7.4 | 1.2 | -5.0 | -7.1
- COc1ccc(S(=O)(=O)N2CCCC(C(=O)Nc3ccc4c(c3)OCCO4)C2)cc1 (stereo not given)
 : 4.1 | -8.5 | 0.3 | 7.5 | -2.4 | 8.2 | 1.2 | -3.2 | 3.5
- COC(=O)c1sccc1-c1ccc(C(=O)Nc2cccnc2)o1
 : -5.3 | 13.1 | 48.0 | -10.7 | -0.7 | -96.3 | 2.9 | 52.5* | 21.1

(next part)
SMILES,UBC13 inh,HKDC1 inh,SENP6 inh,PfG6PD inh,MIN6 prolif,SENP8 block-1,SENP1 FRET inh,SENP7 block,SENP8 block-2
Cc1nn(CCOc2ccccc2)c(=O)n1-c1ccc(Cl)cc1,0.0,-3.4,12.6,4.6,-4.8,8.9,1.5,3.6,-0.5
COc1ccc(N(CC(=O)NC2CCCC2)C(=O)CCC(=O)Nc2cc(C)on2)cc1,3.4,-2.3,6.3,-10.7,-1.1,5.3,-1.0,-0.7,-1.6
O=C(O)c1cccc(S(=O)(=O)N2CCCC(c3nc4c(nnn4Cc4ccc(F)cc4)c(=O)[nH]3)C2)c1 (stereo not given),-10.2,6.8,-9.8,3.4,-6.6,13.4,-4.5,-9.7,-3.2
O=C1CCC/C1=C/Nc1ccc2c(c1)OCO2,-11.2,8.8,-4.4,38.0,-1.9,-36.3,-30.9,6.9,-9.2
O=C(Oc1ccc(=O)n(-c2ccccc2)n1)c1ccccc1,3.4,-0.3,4.7,-13.7,-1.8,15.2,2.4,0.2,0.0
O=C(CCc1nc(-c2ccccc2Cl)no1)NCCc1ccccc1,6.8,-2.3,-33.9,-6.5,1.4,11.3,-0.1,4.0,-0.3
COc1ccc(NC(=O)c2nc[nH]c2C(=O)NCCCCCNC(=O)OC(C)(C)C)cc1,-5.0,/,-12.0,/,2.9,/,/,7.2,-8.2
O=C(COCCOCC(=O)N(c1ccccn1)C1CCCCC1)N(c1ccccn1)C1CCCCC1,7.4,-13.2,-33.6,-13.4,1.0,19.1,2.2,7.2,1.1
O=C(Nc1nnc(CCS(=O)(=O)c2ccc(Br)cc2)s1)c1ccc([N+](=O)[O-])cc1,-4.0,0.4,-15.8,-11.8,-1.5,17.4,-9.6,-4.4,-1.5
COc1cc(NC(=O)Cn2cnc3sc(C)c(S(=O)(=O)N4CCOCC4)c3c2=O)cc(OC)c1OC,2.9,-6.7,-9.8,0.8,1.2,3.1,-0.5,3.2,-11.2
CCOc1ccccc1CN1CCN(Cc2ccon2)CC1CCO (stereo not given),-2.9,-10.7,-38.4,-5.2,-1.1,14.0,0.9,7.5,-4.6
Cc1ccc(C(=O)C2CCOC(C)(C)C2)cc1 (stereo not given),6.3,-10.1,-3.7,17.1,-0.4,5.8,-0.2,-3.7,0.4
Cc1cc(C)c(NC(=O)C2C3/C=C\CCCCC32)c(C)c1 (stereo not given),-34.2,-3.0,-6.4,-16.9,0.8,7.9,-0.8,-5.8,-11.9
O=C1Nc2ccccc2C1(c1ccccc1)c1ccccc1,-19.5,-0.5,-10.1,-18.2,-3.9,12.6,-6.2,1.3,-2.4
O=C(NS(=O)(=O)N1CCCC1)C1=C(N2CCCC2)COC1=O,9.6,0.2,-1.4,1.5,-0.5,3.6,2.1,-1.2,3.7
COc1ccc(CN2CCN(Cc3ccc(Br)cc3)CC2)c(OC)c1OC,-2.7,-4.8,-4.6,-9.1,-2.5,14.3,-1.3,-0.5,3.9
COc1ccccc1CN1CCCC(CN(CCN(C)C)C(=O)C2CCCC2)C1 (stereo not given),6.5,-6.3,1.0,-20.1,-1.4,16.0,-0.7,-0.7,14.9
Cc1coc2cc3oc(=O)c(CCC(=O)O)c(C)c3cc12,0.3,-4.9,1.4,-19.3,1.8,-374.6,0.4,2.5,5.8
COc1ccc(OC)c(NC(=O)c2cccc(N3C(=O)C4C5CCC(C5)C4C3=O)c2)c1 (stereo not given),-5.2,-7.5,-9.4,-13.8,-0.1,5.4,1.2,-7.9,-10.4
Cc1ccc(NC(=O)COC(=O)CCC(=O)c2cccs2)c(Br)c1,5.6,-0.9,-3.2,-8.0,2.2,-6.9,5.5,6.6,-7.5
Cc1cccc2c(=O)c(-c3ccc4c(c3)OCO4)c(NC(=O)c3ccco3)oc12,0.5,0.5,-2.7,11.6,-2.0,-31.7,-0.9,13.4,-3.2
Cc1cc(C)nc(NC(=NCCc2c[nH]c3ccccc23)NC(=O)Nc2ccccc2)n1,-6.6,-4.7,-7.9,17.5,-4.2,13.2,1.5,-6.5,-8.6
O=C(CSc1nc2ccc(Nc3nc(N4CCOCC4)nc(N4CCOCC4)n3)cc2s1)N1CCOCC1,13.2,-10.5,-4.8,8.7,-2.0,-20.9,-10.0,-4.6,-4.0
COC(=O)CNC(c1ccccc1Cl)c1cc(Br)ccc1NS(=O)(=O)c1ccc(C)cc1 (stereo not given),-13.9,-3.4,-2.9,4.7,0.0,14.0,2.1,-0.7,-1.8
COc1ccc(Cl)cc1N(CC(=O)Nc1ccccc1C(=O)NCc1ccco1)S(C)(=O)=O,-11.5,-2.8,-2.7,-6.1,1.2,-10.3,1.9,-8.7,-3.1
COC(=O)c1[nH]c2ccc(C)cc2c1NC(=O)CN1CCN(c2ccccc2)CC1,0.5,1.4,-6.4,3.1,-4.0,-312.3,0.0,-6.9,-10.4

Random excerpt: 2 entries already listed
SMILES,UBC13 inh,HKDC1 inh,SENP6 inh,PfG6PD inh,MIN6 prolif,SENP8 block-1,SENP1 FRET inh,SENP7 block,SENP8 block-2
Cc1c(NC(=O)C(C)OC(=O)CNC(=O)c2ccc(C(C)(C)C)cc2)c(=O)n(-c2ccccc2)n1C (stereo not given),3.6,2.9,-2.0,-14.7,2.1,10.8,2.3,-5.2,1.7
COc1cccc(C2NC(=O)NC(C)=C2C(=O)OCCSC)c1OC (stereo not given),0.7,4.2,-5.9,-9.3,-1.7,6.1,-1.9,-10.6,-6.3
